MLLE-PAM2 inh – blocks PAM2 peptide binding to the PABP1 MLLE domain. P11940. GST-MLLE / FITC-PAM2 fluorescence polarization. inhibition, % at 20 µM. hit rate 0.36% among 360,000. AID 588489; in the data active = inhibition above about 35%, passing the limit was not always enough;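 also: plate controls were DMSO wells with GST-MLLE for no effect and wells lacking GST-MLLE protein for full effect; some results filed as inactive read as strong as hits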
FAS TE block – FAS thioesterase (human) inhibition; hit rate 0.67% among 360,000; P49327; recombinant FAS-TE, OMFH fluorogenic substrate, fluorescence endpoint; inhibition, % at 15 µM;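 active = compounds whose normalised, plate-corrected inhibition of enzyme fluorescence in the single-dose primary screen is 50% or more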;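 also: 0% = DMSO with enzyme and 100% = substrate without enzyme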
Tb MetRS inh – blocks T. brucei methionyl-tRNA synthetase activity | purified T. brucei MetRS, ATP depletion, Kinase-Glo luminescence | inhibition, % at 11.9 µM | hit rate 0.4% among 360,000;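 active = inhibition above a per-plate cutoff of the control wells' mean inhibition plus 3 SD, cut at about 5.5% in these data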;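 also: 0% = DMSO wells median and 100% = median of wells with control inhibitor compound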
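assay system = parasite MetRS enzyme | timing = 15 min preincubation, 2 h reaction, all 25 °C | evaluation = percent inhibition relative to median high and low control wells | medium = HEPES buffer containing pyrophosphatase, BSA, spermine, DTT | compound = single dose, 11.9 µM final nominal, 0.9% final DMSO | detection = Kinase-Glo luminescence, ATP depletion format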
MsrA inhibitor – inhibits bovine methionine sulfoxide reductase A; AID 651718; purified bovine MsrA, absorbance read-out; hit rate 0.75% among 360,000; inhibition, % at 15.5 µM; in the data active = inhibition above about 4.5%;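 also: 0% = vehicle wells with enzyme and 100% = reference inhibitor wells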
MT1-MMP act inh – inhibitors of human MT1-MMP activation | P50281 | HT1080 RFP-PRO-GFP cells, GFP/RFP ratio fluorescence, overnight; percent of plate control window, DMSO zero | GFP/RFP ratio change, % at 20 µM | hit rate 0.061% among 360,000;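 active = GFP/RFP ratio change of at least 30% with cell ATP level not reduced by more than half and red fluorescence within 50% of control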; also: strong numbers were not always called active
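Material – HT1080 RFP-PRO-GFP cells · Control set – DMSO wells and RFP-L50D-GFP cells · Incubation – overnight cell settling, then overnight compound exposure, 37 °C, 5% CO2 · Compound dosing – single-point 20 µM compound, 1% DMSO · Read-out – GFP/RFP fluorescence ratio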
MsrA act – bovine methionine sulfoxide reductase A activation. hit rate 0.3% among 360,000. activation, % at 10.6 µM. AID 602163. purified bovine MsrA, absorbance read-out; in the data active = activation above about 7.5%;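 also: 0% = vehicle and 100% = reference activator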
eLon inh – E. coli protease La inhibition. P0A9M0. purified E. coli Lon protease, fluorescence polarization. inhibition, % at 7.94 µM. hit rate 0.42% among 360,000; in the data active = inhibition above about 13%, passing the limit was not always enough;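 also: 0% = enzyme with probe and DMSO and 100% = no enzyme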
Target sequence (P0A9M0 whole entry, looked up): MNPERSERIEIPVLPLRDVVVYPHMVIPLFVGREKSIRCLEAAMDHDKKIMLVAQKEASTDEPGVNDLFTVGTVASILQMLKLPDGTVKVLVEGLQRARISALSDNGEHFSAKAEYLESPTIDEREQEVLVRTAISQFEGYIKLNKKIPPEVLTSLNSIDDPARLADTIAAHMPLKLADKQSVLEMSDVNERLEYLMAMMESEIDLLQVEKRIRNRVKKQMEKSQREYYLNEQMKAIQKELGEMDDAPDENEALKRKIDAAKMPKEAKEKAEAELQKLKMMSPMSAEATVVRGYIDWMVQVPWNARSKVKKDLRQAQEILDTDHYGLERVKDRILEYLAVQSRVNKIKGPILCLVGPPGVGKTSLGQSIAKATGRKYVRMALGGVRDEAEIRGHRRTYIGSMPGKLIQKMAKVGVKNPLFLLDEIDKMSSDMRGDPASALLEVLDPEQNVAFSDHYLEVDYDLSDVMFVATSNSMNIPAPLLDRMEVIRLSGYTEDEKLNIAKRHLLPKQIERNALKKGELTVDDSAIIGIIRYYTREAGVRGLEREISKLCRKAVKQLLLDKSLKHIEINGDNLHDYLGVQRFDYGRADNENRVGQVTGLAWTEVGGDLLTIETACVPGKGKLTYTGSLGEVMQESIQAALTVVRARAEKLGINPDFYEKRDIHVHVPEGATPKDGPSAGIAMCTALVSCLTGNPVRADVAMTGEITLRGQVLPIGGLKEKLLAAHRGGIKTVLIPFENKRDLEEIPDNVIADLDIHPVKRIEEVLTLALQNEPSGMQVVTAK
SKN-1 block – blocks SKN-1 activity in C. elegans; C. elegans VP596 Pgst-4::GFP/RFP ratio, acrylamide-induced, 24 h; hit rate 0.49% among 360,000; AID 624304; inhibition, % at 21.8 µM;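 active = interference check ratio from 0.5 to 1.5 plus GFP to RFP signal ratio inhibition reaching or exceeding a fixed threshold, cut at about 30% in these data, passing the limit was not always enough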; also: some compounds called inactive have numbers as strong as hits
CendR NRP1 mod – alters CendR peptide binding to human NRP-1. FAM-RPARPAR peptide binding to NRP-1, fluorescence polarization. hit rate 0.85% among 360,000. O14786. inhibition, % at 25 µM. AID 602438;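 active = inhibition or corrected inhibition above about 18%, plus a signal ratio from 0.5 to 1.5, limit read from the data, passing the limit was not always enough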; also: strong numbers were not always called active
Numbers without * were called inactive; . = not tested or not shown. An unsorted share of the library; any-hit rate near 4%.

SMILES | MLLE-PAM2 inh | FAS TE block | Tb MetRS inh | MsrA inhibitor | MT1-MMP act inh | MsrA act | eLon inh | SKN-1 block | CendR NRP1 mod
COc1ccc(NC(=O)Nc2cccc3c2O[C@H](CN(C)C(=O)Nc2c(C)noc2C)[C@@H](C)CN([C@H](C)CO)C3=O)cc1 | -1 | 4 | -0.3 | -1.4 | 6 | 1 | -2 | 5 | 4
CC(C(=O)O)c1ccc(CC2CCCC2=O)cc1 (stereo unspecified) | -1 | -1 | -0.1 | 0.1 | 3 | 0 | -6 | 1 | 4
COc1ccc(Nc2cc(=O)oc3ccccc23)cc1 | -3 | -8 | -0.6 | 0.8 | 3 | -14 | -1 | -21 | 6
Cc1ccc(C)c(C(O)c2ncc(-c3cccc(F)c3)[nH]2)c1 (stereo unspecified) | -6 | -1 | -0.2 | -0.2 | -1 | 1 | 4 | -9 | -5
Cc1ccc(Nc2cc(-c3ccccc3)nc3ncnn23)cc1 | 1 | 7 | -0.4 | 0.1 | -2 | -6 | -7 | -10 | -4
Cc1nc(CCNS(=O)(=O)c2cccs2)cs1 | 14 | -4 | -0.8 | -0.4 | -5 | -3 | 0 | -15 | 1
O=S(=O)(NCC(c1ccco1)N1CCc2ccccc2C1)c1ccc(F)cc1 (stereo unspecified) | 7 | 16 | -0.3 | -1.8 | -1 | -3 | -7 | 14 | -7
O=C(NCCc1ccco1)C(=O)NCC1OCCCN1S(=O)(=O)c1ccccc1 (stereo unspecified) | -5 | -4 | -0.3 | -0.8 | -2 | -3 | -4 | 10 | 4
OC(COc1cccc2ccccc12)CN1CCOCC1 (stereo unspecified) | 0 | -8 | -0.2 | 1.7 | -1 | -7 | -4 | 22 | 8
COc1ccc(OCC(=O)NC2CCCCCCC2)cc1 | 2 | 1 | 0.6 | 1.3 | 1 | -4 | 7 | 1 | 0
O=C(CN1C(=O)NC2(CCCCC2)C1=O)Nc1ccc2c(c1)CCC2 | -15 | -2 | 0.3 | -1.1 | 1 | -4 | 2 | 6 | -2
Cc1ccc2nc(Cl)c3cc(C(=O)NCCCN4CCCC4)sc3c2c1 | -42 | -1 | -0.3 | -0.9 | 1 | -2 | -13 | 15 | -1
O=C(NCCC1CC1(Cl)Cl)Nc1ccccc1 (stereo unspecified) | -1 | 0 | 3.7 | 0.4 | 1 | -5 | 8 | 13 | -6
C[C@@H](NC(=O)c1nc[nH]c1C(=O)N[C@@H](Cc1ccccc1)C(=O)OC(C)(C)C)c1ccccc1 | 3 | 20 | -0.1 | 0.3 | -19 | 0 | 1 | -4 | 11
CCN(CC)S(=O)(=O)c1ccc(NC(=O)CN(c2cccc(F)c2)S(C)(=O)=O)cc1 | 4 | 1 | -1.2 | -1.3 | 1 | -6 | -9 | 6 | 6
CCOC(=O)CSc1nc2ccccc2c(=O)n1Cc1ccco1 | 21 | 8 | -0.6 | 0.4 | 5 | -2 | 0 | 13 | 2
CSc1nc2cc(S(=O)(=O)N3CCCCC3)ccc2s1 | -2 | 12 | -0.4 | 3.4 | -7 | 6 | 2 | 32 | -2
Cc1cc2nc(-c3ccccc3)c(Cc3cccc(Cl)c3)n2c(C)c1Br | . | 14 | -1.2 | 1.0 | -1 | -6 | 1 | 8 | -11
Cc1nnsc1-c1c(C(=O)Oc2ccccc2)c(C)nn1-c1ccccc1 | -4 | 19 | -0.3 | 0.4 | -2 | -6 | 6 | -12 | 8
COc1ccc(N2C(=O)CC(Nc3ccc(C(=O)O)cc3)C2=O)cc1OC (stereo unspecified) | 5 | 0 | -0.2 | -0.4 | 0 | -1 | 4 | 4 | 4
CC1=Nc2ccc(C)cc2/C1=C/c1c(N)n2nc(CC(=O)N3CCOCC3)sc2nc1=O | -61 | -2 | 1.0 | 1.0 | -5 | -2 | -89 | 38* | -70
COc1ccc(C(=O)NCC(=O)OCCOc2ccc(Cl)cc2)cc1OC | 11 | -3 | -0.1 | 0.5 | -4 | -6 | -2 | 0 | 0
O=C(O)c1ccccc1C(=O)NC1Cc2ccccc2C1 | -3 | -10 | -0.1 | -0.7 | 4 | -3 | -1 | -6 | -1
Cc1ccc(-n2nc3c([n+]2[O-])CCc2c-3no[n+]2[O-])cc1 | -1 | 35 | -0.8 | 1.4 | -12 | -2 | 3 | -8 | 4
CN(Cc1ccccc1)Cc1nc2scc(-c3ccccc3)c2c(=O)[nH]1 | 0 | 1 | 0.1 | 0.8 | 0 | -2 | 7 | -3 | -4

Next part
SMILES | MLLE-PAM2 inh | FAS TE block | Tb MetRS inh | MsrA inhibitor | MT1-MMP act inh | MsrA act | eLon inh | SKN-1 block | CendR NRP1 mod
Cc1ccccc1CNC(=O)C(=O)NCC1OCCCN1S(=O)(=O)c1cccs1 (stereo unspecified) | -10 | 0 | -0.1 | -0.1 | 1 | -6 | -6 | -2 | 6
O=C(CCCNS(=O)(=O)c1cccc2nsnc12)NCCN1CCN(c2ccccc2F)CC1 | 7 | -6 | -0.3 | -0.5 | 1 | -8 | 0 | -3 | -4
O=C1COc2ccc(-c3csc(NCC4CCCO4)n3)cc2N1 (stereo unspecified) | 9 | 2 | 0.0 | 0.8 | 1 | -3 | -2 | 35 | 0
Cc1cc(NC(=O)CSc2nc3c(c(=O)n2-c2ccccc2)SC(C)C3)no1 (stereo unspecified) | 9 | -2 | -0.1 | 1.3 | 1 | -1 | -4 | 1 | 1
Cc1ccc(-c2[nH]n3c(=O)c4c(nc3c2C)CCCC4)cc1 | 5 | -2 | -0.7 | -0.2 | 3 | -5 | -13 | -2 | -5
COc1cc(NC(=O)CSc2nc3ccccc3c(=O)n2C)ccc1NC(=O)c1ccco1 | 1 | -7 | -0.3 | 0.6 | 6 | 0 | 0 | 3 | -13
Cc1nnc(NS(=O)(=O)c2ccc(N=Nc3ccc(N)nc3N)cc2)s1 | -5 | 2 | 0.2 | 1.0 | 17 | -8 | -8 | 5 | 4
CSc1nsc(/C=C/Nc2ccc(C)cc2)c1C#N | -24 | -16 | 0.1 | -0.2 | -45 | 1 | -34 | -6 | -174
N/C(=N\OS(=O)(=O)c1ccc(Cl)cc1)c1ccncc1 | -1 | -9 | -0.9 | 1.5 | 1 | -1 | 0 | 7 | 0
O=C(NNC(=O)c1cc2ccccc2cc1O)Nc1ccc(Br)cc1 | -5 | 8 | 1.8 | 1.5 | 4 | -5 | 9 | 1 | 2
CCCCCCCCN1C(=O)[C@H](CC(=O)N2CCSCC2)C[C@@]2(C(=O)OCC)CCCC=C12 | . | 16 | -1.6 | 0.1 | -3 | -10 | -5 | 12 | -7
CCn1nc(C)c(Br)c1-c1nc(CS(=O)(=O)c2ccsc2)no1 | 2 | -1 | -0.5 | 1.0 | 5 | -5 | -12 | -7 | 3
CCOc1cc(/C=C2\SC(N3CCCCC3)=NC2=O)ccc1O | -56 | -7 | -1.5 | 4.9* | . | -13 | -184 | 4 | -57
Cc1ccc(/C=N/NC(=O)CN2C(=O)CSc3ccccc32)o1 | -2 | -6 | -0.6 | -0.2 | 1 | 1 | 0 | 1 | 1
O=C1C2C3C=CC(c4ccccc4)(C2C(=O)N1c1cccc(Cl)c1)C1C(=O)N(c2cccc(Cl)c2)C(=O)C31 (stereo unspecified) | 16 | 65* | -0.6 | 2.5 | -2 | -4 | -9 | 0 | 1
NC(=O)CCSC(=S)N1CCOCC1 | -11 | 1 | -0.9 | 0.5 | -2 | 0 | 3 | 10 | -3
COc1cnc(SCc2ccc(Cl)cc2Cl)nc1Cl | -14 | 38 | -1.1 | -0.7 | 4 | -5 | -2 | 10 | 5
Cc1noc(C)c1COc1ccccc1C(=O)NC(C)c1ccc(F)cc1 (stereo unspecified) | 7 | 4 | -0.5 | -0.5 | 1 | -2 | -9 | 25 | -11
Cc1ccc([N+](=O)[O-])c2c1C(N1CCCCC1)C(C)(C)O2 (stereo unspecified) | -17 | 19 | -1.2 | -0.1 | 5 | -11 | -4 | -1 | 0
O=S(=O)(Nc1cccc2cccnc12)c1ccccc1 | 4 | 6 | 0.1 | 0.1 | 6 | 7 | -5 | 5 | -8
CCc1nc(SCC(=O)NCc2ccco2)c2c(=O)n(C)c(=O)n(C)c2n1 | 9 | 2 | -1.9 | 0.0 | -5 | -6 | -2 | -7 | 4
Cc1cc(=O)c2ccccc2n1Cc1ccccc1 | 1 | 9 | 0.1 | 0.8 | 0 | -2 | 12 | 8 | 10
CC1(C)CC2(C)OC2C2(C1)N=NC(=Nc1ccccc1)O2 (stereo unspecified) | -31 | 4 | -0.9 | . | 3 | -8 | -3 | 4 | 15
CC(=O)c1ccc(N2CCN(C(=O)Nc3ccc(F)cc3F)CC2)cc1 | 14 | -4 | -0.5 | 3.0 | 2 | -2 | 1 | 9 | 6
C#C[C@]1(O)CCC2C3CCC4=Cc5oncc5CC4(C)C3CCC21C (stereo partly specified) | -3 | 22 | -1.1 | -0.9 | -2 | -5 | -6 | -10 | -5

Next entries:
SMILES | MLLE-PAM2 inh | FAS TE block | Tb MetRS inh | MsrA inhibitor | MT1-MMP act inh | MsrA act | eLon inh | SKN-1 block | CendR NRP1 mod
CN(C)CCN(Cc1cccs1)S(=O)(=O)c1csc(C(N)=O)c1 | 6 | -4 | -0.5 | 1.2 | -2 | -7 | -9 | -7 | 10
COC(=O)c1c(C)nc(C)c(C(=O)OC)c1-c1ccc(OC)cc1 | -10 | -1 | -0.8 | -1.1 | 0 | -2 | 1 | 0 | 1
Cc1ccc(C)c(Nc2ncnc3nc[nH]c23)c1 | -6 | -20 | -0.8 | 0.0 | -1 | -7 | -4 | -21 | -9
CC(=O)c1ccc(NC(=O)c2ccc(S(=O)(=O)N3CCCC3)cc2)cc1 | -2 | 0 | -0.6 | 0.3 | 3 | -8 | -8 | -17 | -1
O=C(/C=C/Nc1ccc(F)c(F)c1)c1cccs1 | -12 | 11 | -0.2 | 0.9 | -5 | -4 | -4 | 44* | -23
Cc1c(C(=O)NC2CCCCC2)sc2ncnc(N3CCN(c4ccccc4)CC3)c12 | -4 | 19 | 0.0 | 0.6 | -3 | -1 | -4 | 6 | 10
CCOC(=O)c1oc2ccccc2c1COC(=O)C(C)NC(=O)c1ccco1 (stereo unspecified) | 7 | -1 | 0.7 | 0.9 | -1 | 1 | -15 | -12 | -12
COC(=O)c1ccccc1NC(=O)C(=O)NCC1CCCO1 (stereo unspecified) | -5 | -5 | -0.4 | 0.3 | 2 | -5 | -5 | 1 | -2
O=C(NCCCN1CCCC1=O)c1cccc(C(F)(F)F)c1 | -1 | -5 | -0.5 | 0.8 | 2 | -1 | -3 | 4 | -5
CCOC(=O)C1CCCN(S(=O)(=O)CCNC(=O)c2ccccc2)C1 (stereo unspecified) | 4 | -1 | -0.9 | -0.9 | 2 | -10 | -5 | -8 | 10
Cc1ccc(N2CCN(c3ccc(NC(=O)CCC(=O)O)cc3)CC2)cc1 | 1 | -11 | 0.2 | -0.6 | 4 | -2 | -2 | -4 | 1
COCCn1cc(C(=O)NCCN(C)C)c2c3ccccc3n(C)c2c1=O | 3 | -3 | -0.6 | 0.8 | 1 | -1 | 0 | 14 | 2

2 entries drawn at random from the list so far:
SMILES | MLLE-PAM2 inh | FAS TE block | Tb MetRS inh | MsrA inhibitor | MT1-MMP act inh | MsrA act | eLon inh | SKN-1 block | CendR NRP1 mod
CCCCCCCCN1C(=O)[C@H](CC(=O)N2CCSCC2)C[C@@]2(C(=O)OCC)CCCC=C12 | . | 16 | -1.6 | 0.1 | -3 | -10 | -5 | 12 | -7
CN(Cc1ccccc1)Cc1nc2scc(-c3ccccc3)c2c(=O)[nH]1 | 0 | 1 | 0.1 | 0.8 | 0 | -2 | 7 | -3 | -4

High-throughput results deposited in PubChem by several laboratories.
